# High-throughput results as filed in PubChem.
# RTF Ca sens inh = cardiac RTF calcium sensitivity inhibitors, primary screen, biochemical, IANBD-TnC fluorescence, EC70 calcium; Troponin I, cardiac muscle (Homo sapiens) + Troponin T, cardiac muscle (Homo sapiens) + …; IANBD-labeled cardiac RTF, Ca2+ fluorescence; inhibition, % at 7.15 µM; 340,000 tested, 0.12% active;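 active = inhibition above the mean inhibition of all tested compounds plus 3 SD, cut at about 17% in these data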;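 also: assay run at fixed EC70 calcium of 1.6 mM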
# C-LANA FP = inhibitors of KSHV C-LANA binding to DNA, primary screen, biochemical, fluorescence polarization, FAM-LBS DNA, MBP-C-LANA, single point; Kaposi's sarcoma herpesvirus LANA C-terminal domain (residues 932-1162) DNA binding; inhibition, % at 9 µM; 340,000 tested, 0.078% active; AID 504423, 2011;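 active = highest replicate inhibition at or above 60% at 9 µM, even if other replicates fall short; inactive = all replicates below 60% inhibition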;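 also: 0% = neutral control wells and 100% = 4 µM acridine orange control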
# PvdQ acylase = P. aeruginosa PvdQ acylase inhibitors, primary screen, biochemical, fluorescence, plate reader and imaging, single point. purified PvdQ acylase. 340,000 tested, 0.063% active. inhibition, % at 10 µM. PvdQ acylase [Pseudomonas aeruginosa LESB58]; in the data active = inhibition above about 30%, passing the limit was not always enough; inconclusive = no clear call, values can overlap the other calls;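 also: 0% = vehicle neutral wells and 100% = reference inhibitor wells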
# NSD2 HMT inh = NSD2 histone methyltransferase inhibitors, primary screen, biochemical, AlphaScreen, single concentration, set 2 | Histone-lysine N-methyltransferase NSD2 (Homo sapiens), O96028 | NSD2 peptide methylation, 120 min | inhibition, % at 12.5 µM | 310,000 tested, 0.54% active | AID 743445, 2014; in the data active = inhibition above about 50%
# cardiac RTF act = cardiac RTF calcium sensitivity activators, primary screen, biochemical, IANBD-TnC fluorescence, EC20 calcium. AID 493008, 2010. IANBD-labeled TnC RTF fluorescence at EC20 calcium; 0% EC20 calcium, 100% full calcium. 340,000 tested, 0.24% active. activation, % at 7.2 µM;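 active = activation above the mean over all tested compounds plus 3 SD, cut at about 30% in these data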;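 also: rise in fluorescence read as greater calcium sensitivity of cardiac thin filaments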
# dFosB act = activators of delta FosB homodimer, primary screen, biochemical, fluorescence polarization, TAMRA-CDK5 oligo, single point. purified delta FosB; percent of positive-control signal above neutral wells. activation, % at 25 µM. 340,000 tested, 0.99% active. AID 493131, 2011;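 active = mean activation above about 17%, with every replicate also reaching it, limit read from the data, passing the limit was not always enough; inconclusive = only one of the two conditions met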;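 also: fluorescence polarization rise as delta FosB binds a TAMRA Cdk5 AP-1 oligo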
# Target sequence (P13346 whole entry, looked up): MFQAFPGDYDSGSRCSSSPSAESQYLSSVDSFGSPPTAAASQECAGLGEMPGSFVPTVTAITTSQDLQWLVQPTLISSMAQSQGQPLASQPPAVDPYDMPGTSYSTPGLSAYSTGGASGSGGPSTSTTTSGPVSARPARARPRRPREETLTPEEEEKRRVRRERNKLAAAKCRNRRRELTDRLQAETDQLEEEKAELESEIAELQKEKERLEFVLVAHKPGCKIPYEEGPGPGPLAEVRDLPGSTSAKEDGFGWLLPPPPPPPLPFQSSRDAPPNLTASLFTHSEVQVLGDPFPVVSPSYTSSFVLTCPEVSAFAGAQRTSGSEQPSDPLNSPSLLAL
# CDK5 p35 inh = inhibitors of human CDK5/p35 kinase, primary screen, biochemical, single concentration; inhibition, % at 10 µM; AID 488839, 2010; Cyclin-dependent kinase 5 (Homo sapiens) + Cyclin-dependent kinase 5 activator 1 (Homo …; Recombinant CDK5/p35, ADP-Glo luminescence, 60 min; 330,000 tested, 0.01% active;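 active = highest replicate inhibition of at least 50% and at least 75% of replicates reaching 50%; inconclusive = only one of the two criteria met; inactive = both criteria failed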;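 also: plate controls were DMSO neutral control for no effect and GW8510 at 10 µM for full effect; many of its hits are not listed in these tables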
# Keap1-Nrf2 PPI = Keap1-Nrf2 protein-protein interaction inhibitors, primary screen, biochemical, fluorescence polarization, single point | inhibition, % at 9.4 µM | Kelch-like ECH-associated protein 1 (Homo sapiens), Q14145 | AID 504523, 2011 | Keap1 Kelch-Nrf2 peptide fluorescence polarization, 1536-well | 340,000 tested, 0.15% active; in the data active = inhibition above about 12%; inconclusive = no clear call, values can overlap the other calls; inactive = below about 7.3%;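 also: human Keap1 Kelch domain with fluorescein labeled Nrf2 9mer peptide probe; 0% = neutral control wells and 100% = peptide positive control; higher means more block of Keap1 binding to Nrf2 peptide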
# Rtt109 HAT inh = inhibitors of C. albicans Rtt109/Vps75 HAT, primary screen, biochemical, ThioGlo CoA-SH fluorescence, plate reader; Histone acetyltransferase RTT109 (Candida albicans (strain SC5314 / ATCC MYA-2876)), …; 330,000 tested, 0.16% active; inhibition, % at 34.9 µM; purified Rtt109/Vps75, 4 h;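 active = inhibition of at least 50% in every replicate; inconclusive = best replicate reaches 50% inhibition but some replicates fall short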
# Target sequence (Q5AAJ8 whole entry, looked up): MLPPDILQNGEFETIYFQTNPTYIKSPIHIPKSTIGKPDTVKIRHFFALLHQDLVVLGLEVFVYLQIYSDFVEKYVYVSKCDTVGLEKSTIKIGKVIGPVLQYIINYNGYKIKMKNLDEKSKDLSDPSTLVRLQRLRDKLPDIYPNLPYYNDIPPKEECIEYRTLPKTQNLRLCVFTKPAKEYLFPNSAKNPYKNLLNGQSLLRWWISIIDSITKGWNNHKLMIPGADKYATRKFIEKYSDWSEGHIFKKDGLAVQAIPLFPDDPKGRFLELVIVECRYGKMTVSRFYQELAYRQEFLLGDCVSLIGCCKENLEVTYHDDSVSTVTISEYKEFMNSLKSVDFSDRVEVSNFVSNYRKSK
# SUMO Mot1 rescue = yeast Mot1-301 growth rescue at high temperature, primary screen, SUMOylation pathway inhibitor project, S. cerevisiae, ATP luminescence, 38.5C. S. cerevisiae Mot1-301 growth rescue; percent above DMSO median, 100 means doubled. growth rescue, % at 18.8 µM. 320,000 tested, 1% active. AID 2716, 2010;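 active = every valid replicate shows activation above 250% relative to neutral control wells; inactive = the rest, any valid replicate at or below 250%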;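 also: OY570 slx delta 5 strain wells were the positive control but not used for scaling; some compounds called inactive have numbers as strong as hits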
# PfHsp90 set2 = growth inhibition of PfHsp90-expressing yeast, primary screen, antimalarial PfHsp90 inhibitor project, S. cerevisiae, BacTiter-Glo luminescence, single point, set 2 | BacTiter-Glo ATP, 48 h; yeast lacking PDR1 and PDR3 efflux regulators | inhibition, % at 9.4 µM | 310,000 tested, 0.32% active | AID 504621, 2011;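 active = every replicate shows inhibition above about 80%, whatever the replicate mean, limit read from the data; inconclusive = mean inhibition reaches the set limit but some replicate falls short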;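 also: 0% = DMSO neutral controls and 100% = 20 µM radicicol positive controls; yeast relying on Plasmodium falciparum Hsp90 in place of its own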
# Active calls of the source: *; ? = inconclusive; . = no result given.
# Each structure is followed by: RTF Ca sens inh	C-LANA FP	PvdQ acylase	NSD2 HMT inh	cardiac RTF act	dFosB act	CDK5 p35 inh	Keap1-Nrf2 PPI	Rtt109 HAT inh	SUMO Mot1 rescue	PfHsp90 set2
COc1ccc(S(=O)(=O)NC(C)C)cc1C(=O)NC1CCCCC1
→ 5	0.8	-3	0	0	2	0.2	-3	-3	-21	2
Nc1cc(N)nc(SCC(=O)NCc2ccco2)n1
→ -3	2.4	-9	0	-2	-3	0.8	-4	-5	73	-18
Cc1cc(C)nc(SCC(=O)N/N=C/c2cccs2)n1
→ 14	0.2	13	2	-4	6	.	2	-4	4	-3
COc1cccc(-c2csc(NC(=O)Oc3ccccc3)n2)c1
→ -2	0.7	-1	-1	5	-6	-0.6	-3	11	4	-5
CCN(CC)CCOC(=O)c1ccc(NC(=O)C(C)NC(=O)C23CC4CC(CC(C4)C2)C3)cc1 (configuration not stated)
→ -6	0.8	-10	5	8	-10	-5.4	1	-2	-12	12
Cc1nc(C)c2c(=O)cc(-c3ccccc3)[nH]c2n1
→ -6	-0.2	-8	0	-2	-6	-0.1	-3	-7	-30	3
CN(/N=C/c1ccncc1)C1=NS(=O)(=O)c2ccccc21
→ 1	2.7	-8	1	3	-2	0.7	1	-2	-30	.
Cc1cc(C)cc(OCC(=O)N(C)CC(=O)Nc2ccc(Cl)c(C(F)(F)F)c2)c1
→ 8	1.5	0	-2	-3	1	-0.9	-1	-14	9	28
CCOc1ccc(CNC(=O)CCn2c(=O)oc3ccccc32)cc1
→ -3	0.6	5	-3	0	-5	6.2	-2	4	6	.
CCOc1c2ccc(C(=O)NCc3ccc(C)cc3)cc2nn1CCOC
→ -10	0.9	-9	.	15	8	-0.3	-5	8	-7	16
CCN(CC(=O)NCc1cccs1)C(=O)c1cccc(Cl)c1
→ -4	-1.1	7	26	1	-5	1.4	-2	1	-4	-11
CC(C)(C)c1ccc(C(CC(=O)O)NC(=O)Cc2ccc(Cl)cc2)cc1 (configuration not stated)
→ -2	-0.3	-4	-2	4	-2	0.0	4	2	-10	-1
Cn1c(-c2cccc([N+](=O)[O-])c2)cnc1NCc1cccc(F)c1
→ -7	-1.2	-3	17	1	-8	-3.8	-8	3	20	-3
CCC(=O)Nc1ccc2c(c1)nc(CCN1CCN(c3ccccn3)CC1)n2C
→ -2	-1.6	4	4	-1	-1	1.4	5	11	-5	7
Fc1ccc(OCCOCCNCC2CCCO2)cc1 (configuration not stated)
→ -3	-0.1	10	-6	-3	-2	-0.6	-7	1	260	14
Cc1c(C(=O)NCc2ccccn2)oc2ccc(S(=O)(=O)N3CCOCC3)cc12
→ -13	0.3	2	.	2	-7	1.1	3	7	-5	.
CN(C)S(=O)(=O)c1ccc(C(=O)NCCS(=O)(=O)N2CCN(c3ccc(F)cc3)CC2)cc1
→ -4	-1.5	4	-15	-7	-3	0.2	-9	-17	-6	-104
COc1ccc(/C=N/n2c(-c3ccc(C)cc3)n[nH]c2=S)cc1OC
→ -6	1.8	-7	0	0	3	0.6	3	-13	-7	10
Fc1ccc(C(CCCn2nnc(-c3cccnc3)n2)c2ccc(F)cc2)cc1
→ 6	-0.3	1	.	-2	-9	1.1	-2	7	-7	1
COc1ccc(/C=N/NC(=O)CCn2nc(C)cc2C)cc1
→ 0	-1.2	-6	-3	0	-4	-0.5	0	1	-13	2
O=[N+]([O-])c1cc(S(=O)(=O)Nc2ccccc2)ccc1-n1nnc2ccccc21
→ -3	-0.6	-12	4	-3	-2	0.5	-6	17	7	-6
CN(c1ccc(C(=O)NCCSCc2ccc(Cl)cc2)cc1)S(=O)(=O)c1ccccc1
→ 2	1.4	-8	1	2	-13	-1.3	-10	-3	7	-10
O=C(CNC(=O)c1ccc(Br)cc1)OCc1cc([N+](=O)[O-])cc2c1OCOC2
→ -5	-1.2	-8	22	2	-2	-1.5	-5	10	-22	.
Cc1cc(Nc2ccc(N(C)C)cc2)n2ncnc2n1
→ -13	-1.1	2	20	-7	-5	2.3	-6	0	0	3
CCCOc1ccc(-c2c(C(=O)N/N=C/C3CC=CCC3)nnn2-c2nonc2N)cc1 (configuration not stated)
→ -2	-0.9	-9	-8	1	10	1.3	3	-8	0	2
CCOC(=O)N1CCN(C(=O)c2cc(COc3cccc(C(F)(F)F)c3)on2)CC1
→ 2	0.1	-6	-1	1	-4	1.1	3	2	-14	-13
O=C(CSc1nccc(=O)[nH]1)Nc1cccc(S(=O)(=O)N2CCOCC2)c1
→ -4	-1.6	-18	9	-2	-5	-1.7	-1	-9	15	2
COc1ccc(CNC(=O)C(C)N(Cc2ccco2)C(=O)c2snc(C(N)=O)c2N)cc1 (configuration not stated)
→ 5	-1.3	0	2	14	-2	-21	-6	4	-15	17
COC(=O)CN1C(=O)[C@@H]2[C@H](C1=O)[C@@H]1CC(C(=O)OC)=C[C@@H](C(=O)OC)[C@@H]3C1=C(C(=O)[C@@]3(C)NC(=O)c1ccccc1)[C@@H]2C
→ -9	3.5	-11	.	-1	-1	0.4	0	10	-7	-7
CC(C)(C)NC(=O)C1Cc2ccccc2CN1 (configuration not stated)
→ 2	0.8	-14	-1	10	-6	1.1	7	-5	216	39
c1ccc(-c2nnc3sc(Cc4cccs4)nn23)cc1
→ 1	-0.8	4	1	1	-13	0.8	-1	-1	20	21
COc1cccc(C(=O)Nc2cc(=O)n(C)c(=O)n2C)c1
→ 1	0.7	-16	.	-3	0	-0.2	-1	-12	-12	10
O=[N+]([O-])c1cccc(-c2nn(-c3ccccc3)cc2CO)c1
→ -4	-1.3	-12	-1	5	0	0.9	0	.	8	-10
CCCCn1c(N)c(N(CCC(C)C)C(=O)C2CC(=O)N(Cc3ccc(C)cc3)C2)c(=O)[nH]c1=O (configuration not stated)
→ 8	-0.4	3	-2	-8	-16	0.3	-4	19	3	11
Cc1nnc(N2C(=O)C(=O)/C(=C(\O)c3ccc4c(c3)CC(C)O4)C2c2ccccc2)s1 (configuration not stated)
→ -3	-0.7	-11	-1	6	-2	-0.8	-1	-1	-14	17
COc1ccc(N2CCN(C(=O)CNS(=O)(=O)c3ccc(Br)s3)CC2)cc1
→ 6	0.6	0	6	1	-1	-0.4	2	-5	13	-25
O=C(Cc1ccc(Cl)cc1)Nc1ccc(CN2CCCCC2)cc1
→ -6	-11	-21	0	2	-8	2.8	1	6	13	5
Cc1noc(C)c1C(=O)OCC(=O)Nc1cccc(S(=O)(=O)N(C)C)c1
→ -3	-0.9	9	-1	2	-4	1.4	-5	5	16	-9
COc1ccc(OC)c(C(=O)CN2CCN(S(=O)(=O)c3ccc(Br)cc3)CC2)c1
→ -9	1.0	-5	3	0	-5	-1.3	2	-1	10	-3
CCOc1ccc(C(=O)Nc2ccc(N3CCN(C(C)=O)CC3)cc2)cc1[N+](=O)[O-]
→ -45	0.8	-16	6	-1	-9	-3.3	-4	-3	37	9
Cc1c(OC(C)C(=O)NCCCn2ccnc2)ccc2c3c(c(=O)oc12)CCC3 (configuration not stated)
→ -6	-1.5	-9	0	-6	-14	-2.7	-2	-12	-2	-35
O=C(Cn1cnc2cc([N+](=O)[O-])ccc2c1=O)Nc1ccccc1Cl
→ -6	3.4	-2	-1	1	-6	0.9	7	-7	-10	-2
Cn1c2ccc(F)cc2c2ncn(CCN3CCOCC3)c(=O)c21
→ -7	1.6	-9	3	8	-4	0.5	-5	9	-7	.
COc1ccc(NC(=O)CSc2nnc(NC(C)=O)s2)c([N+](=O)[O-])c1
→ -6	0.7	-1	-3	0	-7	-0.1	-1	-6	-5	-14
CN(Cc1c(C(=O)N/N=C/c2ccccc2F)nnn1-c1nonc1N)c1ccccc1
→ -3	0.0	-12	-2	0	-6	-1.2	-5	-2	7	8
Cc1cc(C)nc(-n2nc(C)cc2NC(=O)CNC(C)c2ccccc2)n1 (configuration not stated)
→ 7	0.0	-15	-1	-5	0	0.4	-4	4	.	65
Cc1ccccc1OCCC(=O)N(Cc1ccccc1)c1c(N)n(Cc2ccccc2)c(=O)[nH]c1=O
→ 2	0.5	3	-4	-4	5	0.6	-3	?	-10	-2
COc1ccc(NC(=O)c2cc(S(=O)(=O)N3CCCCC3)c[nH]2)cc1Cl
→ -2	0.9	-12	.	4	3	-9.3	-4	-4	-24	-36
CCN(CC(=O)Nc1c(F)cccc1F)C(=O)Cn1c(=O)cnc2ccccc21
→ -8	-2.5	-2	-1	-1	-3	1.1	1	1	5	-9
CC(C)Cn1[nH]c2c3c(ccc2c1=O)C(=O)c1ccccc1C3=O
→ -1	1.0	-10	8	9	-15	1.2	-1	-12	-37	-7
CCC(CC)c1nnc(NC(=O)c2cccnc2SC)s1
→ -1	3.3	-7	-3	4	-12	3.0	-3	-4	92	14
Cc1oncc1C(=O)NC1CCCCC1
→ -1	0.6	-4	-1	4	-5	-2.6	-5	-6	0	-14
CCCn1ncc(CN2CCC(CO)(Cc3ccc(OC)cc3)CC2)c1C
→ .	-1.0	1	3	.	-1	0.7	0	0	192	2
O=C(CC1SC(=O)N(Cc2cccc3ccccc23)C1=O)Nc1nccs1 (configuration not stated)
→ -8	-0.7	-13	1	-12	15	0.3	3	-1	-3	-17
COCCNC(=O)CN(C(=O)CCC(=O)Nc1ccccn1)c1ccc(C)cc1
→ -2	-2.8	7	-1	-2	-7	1.7	-7	-9	-9	1
CCN1CCN(C(c2cccs2)C(C)NS(=O)(=O)c2ccc(C)cc2)CC1 (configuration not stated)
→ -8	0.5	-15	3	0	-9	-1.8	-7	.	14	-19
O=C(Nc1ccccc1)C1C2CCC3C(CCC21)C3(Cl)Cl (configuration not stated)
→ -27	-1.3	-12	1	6	-2	0.2	-4	5	4	-2
Fc1ccccc1COc1ccc(Br)cc1CNCC1CCCO1 (configuration not stated)
→ -14	0.0	2	-3	4	-4	-6.1	-2	0	-2	0
CC(=O)N1CCN(CC(O)Cn2c3ccccc3c3ccccc32)CC1 (configuration not stated)
→ 8	-0.2	23	2	-2	3	-0.7	-1	-9	7	23
